From PubChem
rCAG binder: molecules binding r(CAG) RNA repeats | r(CAG) RNA repeat, TO-PRO-1 dye displacement fluorescence | inhibition, % at 3 µM | 370,000 compounds, 1.3% hits;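 active = inhibition above the plate cutoff, the mean of all test compounds on that plate plus 3 SD, cut at about 35% in these data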;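 also: 0% = DMSO alone and 100% = 100 µM mitoxantrone as full dye displacement; higher means more dye released from RNA so lower well fluorescence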
mABHD4 FP: inhibitors of mouse ABHD4; Q8VD66; 370,000 compounds, 0.54% hits; inhibition, % at 8.92 µM; AID 720543; purified mABHD4, FP-Rh probe fluorescence polarization;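 active = inhibition exceeding the mean over every tested compound plus 3 SD, cut at about 30% in these data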;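 also: 0% = plate median of compound wells and 100% = S159A mutant with DMSO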
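Assay system: mABHD4 protein; medium: HEPES pH 7.0, NaCl, Pluronic buffer; dosing: 8.92 µM, single dose; schedule: 45 min + 60 min at 25 °C; signal: FP readout, ex 525 nm / em 598 nm; read-out: normalized percent inhibition of probe labeling; repeats: single replicate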
HTRA1 inhibitor: blocks human HTRA1 serine peptidase. Q92743. recombinant HTRA1, FP-rhodamine activity-based probe, fluorescence polarization. inhibition, % at 5.96 µM. 340,000 compounds, 0.5% hits. AID 504803; in the data active = inhibition above about 36%;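 also: 0% = enzyme with DMSO and 100% = wells lacking enzyme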
TCR CD3 inh: blocks the human TCR-CD3 interaction; inhibition, % at 9.4 µM; AID 651800; TAMRA-labeled TCR probe fluorescence, biochemical; 360,000 compounds, 0.37% hits; in the data active = inhibition above about 19%;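 also: recombinant mutant TCR 2C K166C tagged with TAMRA read by polarization; 0% = receptor in buffer alone and 100% = receptor with positive control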
LEDGF integ inh: blocks HIV-1 LEDGF/p75-dependent DNA integration; TR-FRET IN-LEDGF/p75 DNA integration, Eu/Cy5; inhibition, % at 3.7 µM; 370,000 compounds, 0.64% hits;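 active = inhibition above the screen-wide mean plus 3 SD, cut at about 13% in these data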;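 also: signal is the Cy5 over europium emission ratio at 671 and 618 nm; 0% = plate median of compound wells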
TDP2 absorb: TDP2 (human) inhibition, absorbance primary screen; O95551; recombinant TDP2, T5PNP hydrolysis, p-nitrophenol absorbance 415 nm; inhibition, % at 12.8 µM; 370,000 compounds, 0.34% hits;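 active = inhibition above the mean of all tested compounds plus 3 SD, set per campaign, cut at about 25% in these data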;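 also: 0% = DMSO with enzyme and 100% = buffer with substrate but no TDP2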
Target sequence (O95551 whole entry, looked up): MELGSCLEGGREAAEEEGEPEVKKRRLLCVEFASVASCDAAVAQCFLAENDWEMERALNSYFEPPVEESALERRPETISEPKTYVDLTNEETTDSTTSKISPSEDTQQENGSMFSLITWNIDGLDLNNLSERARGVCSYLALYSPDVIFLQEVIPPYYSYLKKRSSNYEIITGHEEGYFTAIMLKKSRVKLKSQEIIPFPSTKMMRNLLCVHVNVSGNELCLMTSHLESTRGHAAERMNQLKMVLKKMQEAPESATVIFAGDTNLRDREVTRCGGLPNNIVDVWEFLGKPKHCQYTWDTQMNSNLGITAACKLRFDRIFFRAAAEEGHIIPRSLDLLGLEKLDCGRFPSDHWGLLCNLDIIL
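Test system: Human TDP2 enzyme | Reagent: 5 mM T5PNP | Compound dosing: 12.8 µM single point, 1% DMSO | Incubation: Enzyme reaction with compound for 2 h at 37 °C | Technique: p-Nitrophenol epi absorbance | Read-out: % inhibition relative to enzyme-containing and enzyme-free wells | Benchmarks: High control without enzyme, low control DMSO plus TDP2 | Replicates: Singlicate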
PRMT1 inh: inhibitors of human PRMT1. inhibition, % at 2.79 µM. Q99873. AID 652257. 370,000 compounds, 1.3% hits. recombinant PRMT1, activity-based probe fluorescence polarization;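 active = inhibition above about 21% made by adding two undisclosed values, limit read from the data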
SIAE primary: inhibitors of human sialic acid acetylesterase SIAE; AID 1053197; 370,000 compounds, 0.69% hits; inhibition, % at 9.66 µM; Q9HAT2; SIAE FP-Rh probe binding, fluorescence polarization;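 active = inhibition above a cutoff: mean of compounds within the control limits plus 3 SD of those, cut at about 17% in these data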;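 also: 0% = plate median of compound wells and 100% = probe without SIAE protein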
Target sequence (Q9HAT2 whole entry, looked up): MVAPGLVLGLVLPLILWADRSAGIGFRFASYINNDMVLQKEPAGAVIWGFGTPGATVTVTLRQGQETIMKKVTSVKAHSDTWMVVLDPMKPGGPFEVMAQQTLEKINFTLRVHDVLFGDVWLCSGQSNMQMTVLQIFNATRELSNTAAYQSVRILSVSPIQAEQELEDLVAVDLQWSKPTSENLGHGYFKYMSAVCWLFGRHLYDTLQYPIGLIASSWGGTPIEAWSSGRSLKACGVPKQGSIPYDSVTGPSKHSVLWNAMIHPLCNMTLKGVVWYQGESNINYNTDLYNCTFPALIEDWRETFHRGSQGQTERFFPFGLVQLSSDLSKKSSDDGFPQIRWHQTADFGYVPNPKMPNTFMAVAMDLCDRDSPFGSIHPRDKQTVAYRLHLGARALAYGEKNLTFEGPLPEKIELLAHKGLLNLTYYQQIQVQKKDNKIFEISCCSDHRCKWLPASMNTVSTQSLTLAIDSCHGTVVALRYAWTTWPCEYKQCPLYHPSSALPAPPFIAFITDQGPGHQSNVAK
PG9 binder: binds the HIV-1 gp120 antibody PG9. 360,000 compounds, 0.43% hits. AID 624416. inhibition, % at 6.7 µM. TR-FRET gp120-PG9 antibody binding; in the data active = inhibition above about 8.5%
NR1D1 modulator: modulates human Rev-erb alpha binding to DNA; activity, % at 10 µM; P20393; Rev-erbα–FITC-DNA binding, fluorescence polarization, 90 min; 370,000 compounds, 0.79% hits;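 active = activity above about 14%, limit read from the data; passing the limit was not always enough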;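 also: 0% = DMSO wells with 35 nM protein and 100% = DMSO wells with 750 nM protein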
Starred values were filed as active, the others as inactive; x = no result given; & = joins results of further samples; ! = repeats disagree. These rows are one share of the data; rates above refer to the full screens.

SMILES	rCAG binder	mABHD4 FP	HTRA1 inhibitor	TCR CD3 inh	LEDGF integ inh	TDP2 absorb	PRMT1 inh	SIAE primary	PG9 binder	NR1D1 modulator
CCCS(=O)(=O)NCCc1cc2cc(C)c(C)cc2[nH]c1=O	0	-9	1	-6	5	-9	1	-6	1.8	1
O=C1CC(c2cccnc2)c2cc3c(cc2N1)OCCO3 (configuration not stated)	1	0	-1	-7	-2	0	6	-4	0.8	-3
Cc1ccc(OCC(=O)Nc2ccc3c(c2)OC(F)(F)O3)c([N+](=O)[O-])n1	1	4	-2	0	4	3	0	-8	-2.7	-5
CCNC(=O)COc1ccc2ccccc2c1	2	-3	3	-1	3	-12	-5	-5	-0.9	-6
CCCCNc1c(-c2ccc(SC3CCCCC3)cc2)nc2cnccn12	-4&6	34*!	-17	1&-4	2&1	-12&-5	11&-4	14&12	3.7&4.1	10&3
COc1ccc(S(=O)(=O)N(C)C2(C)CCS(=O)(=O)C2)cc1OC (configuration not stated)	1	3	9	-3	-2	14	0	6	0.6	6
CCOC(=O)c1c(C)n(C)c2ccc(OC)c(NC(=O)CN3CCN(C4CCCCC4)CC3)c12	-6	3	-4	-7	4	-10	-2	6	-2.7	-6
Cc1ccc(S(=O)(=O)Cn2nnnc2CN2CCN(C(=O)c3ccco3)CC2)cc1	-5	1	0	2	-1	0	-2	5	-0.1	2
CC(C)C[C@H](NC(=O)C1CC(=O)N(c2ccc(F)cc2)C1)C(=O)N1CCCCC1 (some centres not stated)	-9	-3	-3	1	1	-4	5	5	-0.4	1
COc1ccc(N2CCN(CCCNC(=O)CCc3cccc(F)c3)CC2)cc1	-1	2	x	x	-4	3	4	5	x	-4
COC(=O)c1ccccc1NCC(=O)c1ccc(OC)cc1	3	0	-3	-2	6	13	-4	4	-0.4	2
OCc1csc(=Nc2ccccc2)n1-c1ccccc1	1	5	3	5	-2	9	1	1	-0.8	-6
O=C(NCCc1cccs1)C1CC(c2cccc(F)c2)=NO1 (configuration not stated)	4	-10	3	-4	2	-1	5	2	2.2	-3
CCCN(CCC)S(=O)(=O)c1cc(CN2C(=O)c3cccnc3C2=O)ccc1OC	-5	4	5	-6	-5	3	2	-8	1.0	0
O=C(CSc1nnc(-c2ccccn2)n1-c1ccccc1)Nc1ccc(OCc2ccccc2)cc1	11	-8	x	x	-7	-10	6	-1	x	-3
CC1CN(S(=O)(=O)c2ccccc2)CC(C)O1 (configuration not stated)	-2	4	6	-2	3	7	1	13	1.5	-1
CCCCCCS(=O)Cc1ccccc1 (configuration not stated)	1	1	2	1	3	3	0	-1	0.6	1
COc1cccc(NC(=O)N2CCCC2C(=O)NC(C)C)c1 (configuration not stated)	0	0	1	5	0	-3	-1	-2	0.4	0
O=C1CN(S(=O)(=O)c2ccc(F)cc2)CCN1	0	3	-1	7	7	-2	-1	-2	-0.2	-5
COc1ccccc1N1CCN(C(=O)c2coc(=O)c(Br)c2)CC1	3	7	2	14	2	21	0	-2	-1.9	-1
O=C(Nc1ccc(Cl)cc1)c1ccc2nsnc2c1	0	-4	-12	2	3	4	0	15	-1.2	1
CC(=O)Nc1cccc(-n2nnc(SCC(=O)c3ccccc3)n2)c1	0	-2	-2	0	-1	-4	0	-5	-0.3	-1
Cc1nn(C)cc1NC(=O)CC12CC3CC(CC(C3)C1)C2	-1	0	2	11	1	11	-2	-1	-1.7	2
Cc1nn(C)cc1CNC(=O)Nc1cccc(Cl)c1	9	1	-2	1	1	-11	8	0	0.1	-2
CCCCNC(=O)Cn1cnc2ccc(S(=O)(=O)N3CCC(C)CC3)cc2c1=O	5	4	4	6	0	0	-2	3	0.3	-5
CCN(CC)CCNC(=O)c1ccc(NC(=O)C2CCN(c3ncnc4sc(C)c(C)c34)CC2)cc1	-4	1	-2	12	-2	8	2	2	-0.7	-5
Cc1c(S(=O)(=O)N2CCOCC2)c(=O)n(C)c(=O)n1C	-1	-8	6	-13	-2	-2	7	3	1.5	-6
O=C1C(Nc2ccccc2)=C(NS(=O)(=O)c2ccccc2)C(=O)c2ccccc21	1	13	12	-5	-2	8	2	4	-9.0	1
O=C(c1ccccc1Br)N1CCc2c([nH]c3ccccc23)C1	0	-4	-8	3	0	6	1	3	-0.4	-2
COc1ccc([C@H]2C[C@@H](n3cc(C4CC4)nn3)[C@H](O)CN2C(=O)c2cccs2)cc1	0	0	1	3	1	9	-2	0	1.4	-2
O=C(O)c1cc(=O)[nH]c2ccc(S(=O)(=O)Nc3ccc(F)cc3)cc12	1	2	-2	5	-1	-5	-2	-1	3.1	2
CCOc1ccccc1Nc1ccc(C(=O)O)cc1N	19	6	2	11	2	3	4	6	-4.4	7
Cc1cc(C)n(-c2ccc(C(=O)OCC(=O)Nc3ccc(S(=O)(=O)N4CCOCC4)cc3)cc2)n1	2	-7	-8	6	6	-1	-2	-5	-0.4	x
CSCCC(NC(=O)c1ccccc1)C(=O)NCc1ccc(S(N)(=O)=O)cc1 (configuration not stated)	7	-1	-1	8	-2	5	-3	8	-1.6	-6
CN(C)CCN=Cc1c(O)n(-c2ccc(S(=O)(=O)N3CCOCC3)cc2)c(=O)c2ccccc12	-2	6	-7	4	1	7	2	-4	2.2	3
NC(=O)c1ccc(-n2nnnc2SCC(=O)Nc2ccccc2)cc1	2	2	7	-12	6	-13	-1	9	-5.7	1
COC(=O)[C@]12C[C@H](CC(=O)NCc3cccc4ccccc34)C(=O)N(Cc3cccc4ccccc34)C1=C[C@H](COCc1ccccc1)O[C@@H]2C	13	-13	x	x	4	-1	-5	-8	x	2
O=C(NCCS(=O)(=O)N1CCN(C(=O)c2ccco2)CC1)c1ccccc1	2	-2	10	-3	3	-1	-3	-5	0.4	-4
COc1cccc2sc(N(CCCN(C)C)C(=O)CCS(=O)(=O)c3ccccc3)nc12	-4&4	3&4	-1	3	-4&-3	3&5	10&10	0&2	-0.2	-4&10
CCc1cccc(OCC2Cn3c(nc4c3c(=O)n(C)c(=O)n4C)O2)c1 (configuration not stated)	-7	0	-6	-4	-2	8	2	-1	-0.4	3

Four entries from above, sorted by SMILES length, falling.
SMILES	rCAG binder	mABHD4 FP	HTRA1 inhibitor	TCR CD3 inh	LEDGF integ inh	TDP2 absorb	PRMT1 inh	SIAE primary	PG9 binder	NR1D1 modulator
COC(=O)[C@]12C[C@H](CC(=O)NCc3cccc4ccccc34)C(=O)N(Cc3cccc4ccccc34)C1=C[C@H](COCc1ccccc1)O[C@@H]2C	13	-13	x	x	4	-1	-5	-8	x	2
Cc1cc(C)n(-c2ccc(C(=O)OCC(=O)Nc3ccc(S(=O)(=O)N4CCOCC4)cc3)cc2)n1	2	-7	-8	6	6	-1	-2	-5	-0.4	x
CCN(CC)CCNC(=O)c1ccc(NC(=O)C2CCN(c3ncnc4sc(C)c(C)c34)CC2)cc1	-4	1	-2	12	-2	8	2	2	-0.7	-5
Cc1c(S(=O)(=O)N2CCOCC2)c(=O)n(C)c(=O)n1C	-1	-8	6	-13	-2	-2	7	3	1.5	-6

Next section.
SMILES	rCAG binder	mABHD4 FP	HTRA1 inhibitor	TCR CD3 inh	LEDGF integ inh	TDP2 absorb	PRMT1 inh	SIAE primary	PG9 binder	NR1D1 modulator
O=C(O)C[C@H]1c2cc(F)ccc2S(=O)(=O)N1C1CCN(Cc2ccccc2)CC1	0	7	1	7	0	-2	0	0	-1.1	-5
COc1ccc(C(C(=O)Nc2ccc3c(c2)OCCO3)n2c(=O)c(-c3cc4ccccc4[nH]3)nc3ccccc32)cc1 (configuration not stated)	21	-37	x	4	-4	-6	4	-38	1.2	7
CC(C)CCn1c(Sc2nc3ccccc3s2)nc2c1c(=O)[nH]c(=O)n2C	-4	-2	-4	-4	1	-8	-2	-1	-0.8	-6
CC(=O)NC(Cc1ccccc1)C(=O)OCC(=O)c1ccc(F)cc1 (configuration not stated)	0	6	4	-1	4	12	-1	6	-0.8	2
Cc1cc(C)cc(NC(=O)c2cccnc2)c1	-1	-2	-12	1	5	5	1	-4	-0.5	-4
CC1CCN(S(=O)(=O)c2cccc(C(=O)N(Cc3ccccc3)c3ccccn3)c2)CC1	-3	-3	6	-1	-4	-10	-1	5	-0.4	-4
CCN(C(=O)COC(=O)c1ccccc1Cc1ccccc1)c1c(N)n(Cc2ccccc2)c(=O)[nH]c1=O	1	3	-7	0	0	7	-2	-12	0.1	-1
O=C(OCCC1Oc2cccnc2NC1=O)c1ccc([N+](=O)[O-])cc1 (configuration not stated)	2	-3	x	-7	9	-8	-3	-4	-0.4	-1
Cc1cccc(NC(=O)C(c2cccc([N+](=O)[O-])c2)N2CCCCC2)c1 (configuration not stated)	-3	-4	-34	-2	-1	-3	-2	0	-2.5	-1
CC(=O)N1C[C@H]2CON(C)[C@H]2C[C@H]1c1ccc(-c2ccc(C#N)cc2)cc1	2	5	7	3	0	-1	1	-1	0.7	-4
Cc1cccc(C)c1OCC(=O)Nc1ccc(NC(=O)c2ccco2)cc1	-4	3	-8	-1	-3	-3	1	-2	-2.8	-7
COc1ccccc1N=Cc1c(O)c2ccccc2oc1=O	8	-5	3	-11	3	-14	-1	-4	-2.1	-4
COc1ccc(C(=O)N2CCc3cc(OC)c(OC)cc3C2c2ccc(OC)c(OC)c2)cc1OC (configuration not stated)	-7	1	-3	0	-3	0	-5	-8	-2.8	-2
O=C(OCc1nnc(-c2cccs2)o1)C1=NN(c2ccccc2)C(=O)CC1	8	5	6	6	-4	12	-2	0	-1.5	1
COc1ccc(N2CC(C(=O)OCC(=O)Nc3cccc(C)c3)CC2=O)cc1 (configuration not stated)	-2	5	-4	-3	1	7	-2	-2	-0.9	-2
Cc1ccc2[nH]c3c(c2c1)CN(C(=O)CN1CCN(Cc2ccc4c(c2)OCO4)CC1)CC3	-9	2	-11	6	-2	3	-1	6	-0.8	-2
CC(C)CCc1noc(CN2CCN(CC(=O)NC(C)C)CC2)n1	-7	-5	0	-3	3	-14	-4	9	-1.1	1
Cc1ccc(Cl)cc1NC(=O)CN1CCN(S(=O)(=O)N2CCOCC2)CC1	-2	10	6	1	0	28*	1	6	-0.1	-3
CC(C)(Oc1ccc(Cl)cc1)C(=O)OCC(=O)NCCc1ccccc1	-10	3	-3	5	2	-12	-1	-6	-1.7	-5
COc1ccc(CCN(C)C(=O)CCNS(=O)(=O)c2ccccc2C(F)(F)F)cc1OC	-3	1	4	3	2	0	-1	-8	-1.5	4
Cc1nn(-c2ccccc2)c(N2CCCCC2)c1/C=N/NC(=O)c1ccncc1	-3	10	3	3	1	8	2	-5	-2.6	0
CCC(=O)Nc1nnc(-c2ccc(Cl)s2)o1	0	-5	1	3	0	3	1	-3	-2.5	-6
C[C@@H]1C(=O)O[C@@H]2CC34[C@H]5C[C@@H](C(C)(C)C)C36[C@H](OC(=O)[C@@H]6O)OC4(C(=O)O5)[C@@]12O (some centres not stated)	-1	9	-4	1	3	5	1	3	0.2	2
COC(=O)c1c(NC(=O)c2cccnc2Cl)sc(C(=O)N(C)C)c1C	0	3	4	3	2	5	1	-2	-1.2	-5
